Bioassay records deposited in PubChem by several laboratories.
FadD28 FP inh: blocks FadD28 binding to the bisubstrate probe | fluorescence polarization | inhibition, % at 12.5 µM | hit rate 0.22% among 360,000 | AID 588549; in the data active means inhibition above about 8.5%, passing the limit was not always enough; inconclusive means no clear call, values can overlap the other calls
Anthrax LF inh2: anthrax lethal factor protease inhibition | AID 588501 | P15917 | multiplex microsphere protease cleavage assay, LF | hit rate 0.12% among 360,000 | inhibition, % at 10 µM; further: plate controls were buffer without enzyme for full effect and enzyme alone for no effect
TcdB inh: inhibitors of Clostridioides difficile toxin B glycohydrolase. AID 652162. P18177. TcdB glycohydrolase enzymatic assay, plate reader. inhibition, % at 9.99 µM. hit rate 0.24% among 350,000; in the data active means inhibition above about 10%
BoNT-F LC inh: blocks Botulinum neurotoxin F light chain protease; Multiplex microsphere protease cleavage assay, flow cytometry; inhibition, % at 10 µM; hit rate 0.22% among 360,000; in the data active means inhibition above about 35%, passing the limit was not always enough; inconclusive means no clear call, values can overlap the other calls; further: plate controls were buffer without enzyme for full effect and enzyme alone for no effect
BoNT-A LC inh2: inhibitors of Botulinum neurotoxin A light chain protease | multiplex microsphere protease substrate cleavage, flow cytometry | inhibition, % at 10 µM | hit rate 0.17% among 360,000 | AID 588499; further: plate controls were buffer without enzyme for full effect and enzyme alone for no effect
CCHFV vOTU inh: blocks the CCHF virus ovarian tumor domain protease. CCHFV vOTU protease, Pep-AMC fluorescence. inhibition, % at 11.5 µM. hit rate 0.55% among 370,000; in the data active means inhibition above about 30%; further: 0% = vehicle wells with enzyme and 100% = no enzyme wells
PrPC TRFRET: cell surface PrPC inhibition, primary TR-FRET screen. TR-FRET read-out. hit rate 0.43% among 370,000. P04156. AID 720596. inhibition, % at 13.8 µM; in the data active means inhibition above about 24%; further: 0% = median of the test wells and 100% = reference compound wells
Y pestis TopoI: Y. pestis Topo-I inhibition via cleavage products; Y. pestis Topo-I cleavage product accumulation, plate reader; activity, % at 10 µM; hit rate 0.064% among 360,000; AID 504884; in the data active means activity above about 50%, passing the limit was not always enough; inconclusive means no clear call, values can overlap the other calls; further: inactives centre near 2
PfHsp40 yeast: rescue of PfHsp40-mediated yeast toxicity; growth rescue, % at 12.5 µM; AID 504582; hit rate 0.68% among 340,000; S. cerevisiae expressing PfHsp40, growth rescue, ATP luminescence; in the data active means growth rescue above about 28%, passing the limit was not always enough; inconclusive means no clear call, values can overlap the other calls;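 further: yeast W303a lacking pdr1 and pdr3 grown in galactose medium; growth measured after three days at 30 °C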
An asterisk follows results filed as active; ? = inconclusive; . = not tested or not shown. Unless noted, no stated cut-off is given here; in the data, active means inhibition above about 30%; inconclusive means no clear call, values can overlap the other calls; inactive means below that. Random draw from the library; overall some 2.3% were active at least once.

molecule | BoNT-F LC inh | BoNT-A LC inh2 | Anthrax LF inh2 | TcdB inh | CCHFV vOTU inh | FadD28 FP inh | PfHsp40 yeast | PrPC TRFRET | Y pestis TopoI
O=C(Cc1ccccc1)NN1C(=O)C2C3C=CC([C@@H]2C1=O)C31CC1 (stereo not given in full) | 9.4 | 0.2 | -1.6 | 1.0 | 0.1 | -1.1 | 0.2 | 11.7 | -8.2
Cc1ccc(OCCCCN2CCC(C)CC2)c(Br)c1 | -6.6 | -0.2 | 0.4 | . | -15.0 | -2.5 | 2.6 | 10.2 | 1.1
O=C(CC1(O)C(=O)N(CCc2ccccc2)c2ccccc21)c1ccco1 (stereo not given) | 0.4 | 0.6 | 4.8 | . | 4.0 | -0.4 | 0.6 | -9.0 | 1.8
CC(O/N=C/c1ccccc1OC(F)F)C(=O)Nc1cccc(S(=O)(=O)N2CCOCC2)c1 (stereo not given) | 0.9 | 0.4 | -0.8 | . | 27.5 | -2.0 | 0.6 | 9.1 | 18.0
O=C(Cn1cc(C(=O)C2CC2)c2ccccc21)Nc1ccc(F)cc1 | -0.9 | 2.0 | -0.8 | 1.8 | 1.6 | -2.2 | -0.4 | 9.7 | -3.4
COc1cc(NC(=O)C2=COCCO2)c(OC)cc1Cl | 0.5 | 1.9 | -3.4 | 0.7 | -1.2 | 0.5 | -0.1 | -18.3 | -8.3
CCOc1cccc(C(=O)NC(=S)Nc2ccc(Cl)cc2C(=O)O)c1 | 1.2 | -1.5 | 5.2 | 0.9 | -3.2 | -0.5 | -0.2 | -0.7 | 7.6
OC(c1ccc(-c2ccccc2)cc1)c1ncc(-c2cccc(F)c2)[nH]1 (stereo not given) | -0.4 | -0.1 | 1.6 | -0.2 | -4.2 | -1.5 | . | 1.9 | -1.2
Cc1ccc(C(=O)NC(NC(=O)c2ccc(C)cc2)C(Cl)Cl)cc1 | 7.5 | 0.1 | 3.5 | . | 1.8 | -1.0 | 4.1 | 8.5 | 8.4
Cc1ccc(S(=O)(=O)N(CC(=O)NCc2ccccc2)C(=O)N2CCN(C)CC2)cc1 | 3.2 | 2.7 | 1.6 | -2.0 | 1.2 | 0.2 | -0.9 | -1.2 | 7.2
Fc1cc(Cl)ccc1Nc1nc(NCc2ccccc2)nc2ccsc12 | 4.7 | 0.1 | -7.5 | 0.6 | 15.2 | 0.5 | . | 16.5 | 10.0
CC(C)(C)n1nnnc1CN1CCSCC1 | -0.3 | -0.6 | 2.7 | . | -1.7 | 0.3 | -0.6 | 5.5 | 9.3

Two of the compounds above, field by field:
Cc1ccc(C(=O)NC(NC(=O)c2ccc(C)cc2)C(Cl)Cl)cc1
- BoNT-F LC inh = 7.5
- BoNT-A LC inh2 = 0.1
- Anthrax LF inh2 = 3.5
- TcdB inh = .
- CCHFV vOTU inh = 1.8
- FadD28 FP inh = -1.0
- PfHsp40 yeast = 4.1
- PrPC TRFRET = 8.5
- Y pestis TopoI = 8.4

Cc1ccc(S(=O)(=O)N(CC(=O)NCc2ccccc2)C(=O)N2CCN(C)CC2)cc1
- BoNT-F LC inh = 3.2
- BoNT-A LC inh2 = 2.7
- Anthrax LF inh2 = 1.6
- TcdB inh = -2.0
- CCHFV vOTU inh = 1.2
- FadD28 FP inh = 0.2
- PfHsp40 yeast = -0.9
- PrPC TRFRET = -1.2
- Y pestis TopoI = 7.2

(further entries)
molecule | BoNT-F LC inh | BoNT-A LC inh2 | Anthrax LF inh2 | TcdB inh | CCHFV vOTU inh | FadD28 FP inh | PfHsp40 yeast | PrPC TRFRET | Y pestis TopoI
Cc1ccc2[nH]c(=O)c(CN(C(=O)c3cccc([N+](=O)[O-])c3)C(C)(C)C)cc2c1 | -5.3 | -0.4 | -4.1 | 1.7 | -6.3 | -1.3 | -1.3 | 2.3 | 10.5
Cc1ccc(C)c(OCC(=O)Nc2cc(C)on2)c1 | -11.1 | 0.1 | -7.8 | 1.6 | -1.5 | -1.5 | 0.6 | -1.6 | 7.7
CC(=O)Nc1cc(NC(C)=O)cc(C(=O)OCC(=O)N(c2ccccc2)C2CCS(=O)(=O)C2)c1 (stereo not given) | -2.3 | 1.3 | -1.7 | -0.7 | -4.5 | 1.3 | -0.1 | 9.6 | -13.4
CCOC(=O)c1c(NC(=S)Nc2ccc(F)cc2)sc2c1CCC2 | -0.6 | 0.1 | -6.2 | . | -1.4 | 0.4 | -0.2 | -1.7 | -0.2
CC1=C(C(=O)N(C)C)CC(CC(=O)NCCN2CCOCC2)C(=O)N1Cc1ccc(C(C)(C)C)cc1 (stereo not given) | -4.4 | -0.1 | -3.9 | 0.2 | 0.3 | 1.5 | . | -3.4 | 4.4
CC(C)CNC(=O)[C@@H]1CSC2c3ccccc3C(=O)N21 (stereo not given in full) | -8.7 | -2.9 | 0.7 | 0.8 | 1.8 | -2.1 | -0.6 | -8.8 | 0.7
Cc1ccc(SCCSc2nc(C)cc(=O)[nH]2)cc1 | -34.3 | -1.1 | 3.9 | 0.8 | 12.1 | -2.1 | 2.3 | 5.3 | -14.4
Cc1ccc(C)c(N2CCN(C(=O)c3cc(S(=O)(=O)N4CCCC4)cn3C)CC2)c1 | -12.3 | -0.3 | -1.3 | 0.8 | -2.8 | 0.0 | 0.7 | -1.2 | 34.4
CCCCn1nnnc1C(c1cc2ccccc2o1)N1CCN(c2ncccc2C#N)CC1 (stereo not given) | -5.5 | -0.9 | 1.1 | 0.9 | 8.9 | . | . | 4.9 | .
C/C(=N\Nc1cc(N2CCOCC2)nc(C)n1)c1ccc(F)cc1 | ? | -0.4 | -0.5 | -0.1 | 12.2 | -1.4 | 0.3 | -10.8 | -1.4
Cc1c(Cl)cccc1NC(=S)N1CCN(c2ncccn2)CC1 | 1.5 | -0.2 | -0.9 | 1.1 | 3.3 | -0.6 | 2.0 | -0.5 | -6.2
O=C1OCC(Cn2c3ccccc3c3ccccc32)O1 (stereo not given) | 2.5 | 0.7 | 0.9 | . | 17.9 | -6.6 | 0.7 | 2.2 | 3.2
C/C(CC(=O)Nc1ccc2ccccc2c1)=N\NC(=O)c1ccc(O)c(O)c1 | 1.6 | 0.8 | -2.0 | 1.6 | 10.0 | -4.0 | -0.6 | 4.3 | -24.4
COc1cccc(-c2csc(NNC(=O)c3cccs3)n2)c1 | -14.1 | 0.0 | -9.0 | 2.1 | -1.2 | -1.7 | -0.2 | 6.9 | 7.6
C=CCn1c(CSCc2ccc(F)cc2)n[nH]c1=S | -7.5 | -1.7 | -4.2 | 1.1 | -6.5 | -0.7 | -1.0 | -0.3 | 2.1
O=C(NNC(=O)c1cc2ccccc2o1)c1ccncc1 | -5.0 | 0.1 | 5.1 | 0.7 | 0.6 | -2.3 | 0.4 | -0.6 | 2.6
Cn1cc([C@@H]2C[C@H]3CN(Cc4cccc(Cl)c4)C(=O)[C@]34CCCN24)c2ccccc21 | -20.0 | 9.9 | 4.1 | . | 7.6 | -4.7 | 0.5 | -3.1 | 30.7
O=c1cc(O)c2ccccc2n1Cc1ccccc1 | -2.3 | 0.6 | -4.8 | -0.3 | 9.1 | -2.4 | 0.9 | -0.5 | -1.9
CCN(CC)C(=O)C1=C(C)N(Cc2ccc(OC)cc2)C(=O)C(CC(=O)NCCN2CCOCC2)C1 (stereo not given) | -2.7 | 0.0 | 1.8 | 0.4 | -3.1 | -1.1 | . | 0.4 | -3.2
Cc1ccc(CNC(=O)[C@H](Cc2ccccc2)NC(=O)c2ccco2)cc1 | -3.4 | -0.2 | -1.0 | 0.9 | -1.6 | -1.3 | 0.7 | -6.4 | -3.4
CC1=C(C(=O)Nc2ccccc2)C2(CCCCC2)C(C#N)=C(S)N1 | -13.3 | 1.2 | -1.4 | . | 5.1 | 0.0 | 1.0 | 0.6 | -7.8
Cc1ccc(S(=O)(=O)N2CCN(C(=O)c3ccccc3)C2C(C)C)cc1 (stereo not given) | 1.9 | 0.4 | 2.6 | 2.1 | -12.1 | -2.7 | 0.0 | 4.8 | -2.1
COc1ccc(CCNC(=O)Cc2cccc(C(F)(F)F)c2)cc1OC | 3.8 | 0.4 | -1.6 | -0.4 | 6.2 | -1.4 | -0.7 | -1.1 | 7.2
Cc1cccn2cc(CSc3ccccc3N)nc12 | 3.7 | 0.3 | -5.5 | . | -16.3 | -1.5 | 0.6 | -7.2 | 1.6
CC(=O)OCC(=O)Nc1c(C)cc(C)cc1C | -4.3 | -0.7 | -0.6 | 1.3 | 8.6 | -0.7 | -1.1 | -2.3 | 6.5
CCOc1ncccc1C(=O)N=c1sccn1C | -5.3 | -1.2 | 1.4 | -1.1 | 6.7 | . | -0.2 | 1.7 | 0.0
CCOCCCNCc1cc(Br)ccc1OCc1ccccc1 | -14.5 | 0.5 | -3.2 | 0.9 | -9.8 | -0.4 | -0.7 | 6.9 | 19.0
O=C1CCCC(=O)C1C(=O)C1CCN(S(=O)(=O)c2ccccc2)CC1 | -1.5 | 0.6 | -7.1 | 0.4 | 3.7 | -2.4 | 2.3 | 4.2 | 7.3
CN=C(Nc1ccc(Cl)cc1)c1ccc(C(F)(F)F)cc1 | -3.8 | 1.0 | -5.7 | . | 35.8* | 0.4 | 1.3 | 3.6 | 9.0
Cc1csc(SCC(=O)NCc2cccs2)n1 | 6.3 | 1.8 | 0.0 | 1.9 | -21.9 | 0.2 | 1.3 | -1.5 | 3.9
Cc1nc2scc(C)n2c(=O)c1S(=O)(=O)Nc1ccc(F)cc1 | -15.7 | -2.0 | 1.1 | 1.5 | 16.8 | 0.7 | -0.3 | -8.7 | 1.5
CN(Cc1c(C(=O)N/N=C/c2ccccc2)nnn1-c1nonc1N)c1ccccc1 | -2.9 | -1.6 | -0.4 | 0.6 | -3.8 | -17.7 | -1.5 | 8.2 | 2.2
O=C(COC(=O)c1ccc([N+](=O)[O-])o1)NCCc1ccccc1 | 5.6 | 1.8 | 1.9 | -0.2 | 28.2 | -0.1 | 12.4 | -19.9 | 12.6
O=[N+]([O-])c1cccc(S(=O)(=O)NCCc2cccs2)c1 | -9.6 | -2.2 | 1.4 | -2.0 | -15.1 | . | 1.5 | -13.7 | 3.9
Cc1ccccc1Cn1c(=O)n(C)c(=O)c2sccc21 | 7.5 | 2.9 | 11.6 | 0.7 | -5.0 | -0.1 | -1.2 | 14.9 | 7.4
CCOC(=O)C1CCCN(C2CC(=O)N(c3ccc(C(C)C)cc3)C2=O)C1 (stereo not given) | -1.4 | 0.4 | 2.4 | 0.3 | 8.4 | -1.0 | 3.9 | 0.5 | 4.3
COc1ccc(C(=O)c2cc([N+](=O)[O-])ccc2N2CCCC2)cc1 | -9.5 | 2.7 | 1.2 | . | -11.8 | -5.9 | 4.9 | 3.2 | -4.3
O=C1CN(CC(=O)NC(=O)NCc2ccccc2)CCN1 | -3.6 | -0.4 | -2.6 | . | -27.6 | -2.1 | -0.2 | -0.4 | -0.6
CCN(Cc1ccncc1)C(=O)c1cc(COc2ccc(F)cc2Cl)on1 | -0.2 | 0.1 | -1.4 | 1.3 | 16.1 | -0.9 | 0.2 | -1.9 | 27.7
COc1ccccc1N(CC(O)Cn1ccnc1C)S(=O)(=O)c1ccc(C)cc1 (stereo not given) | -4.9 | -0.8 | 1.5 | -0.2 | 10.9 | -3.3 | -1.1 | -11.5 | 21.4
O=C(NCCO)c1c(O)c2cccc3c2n(c1=O)CC3 | -2.5 | 0.0 | 4.8 | . | 2.1 | 0.3 | 0.1 | 6.7 | -8.2
COc1ccc([N+](=O)[O-])cc1N(CC(=O)NC1CCCC1)S(C)(=O)=O | -7.2 | -1.9 | -9.2 | 1.7 | -8.2 | -2.2 | -0.9 | -9.5 | -0.2
CCNc1nc(NC(C)C)nc(OCCNS(=O)(=O)c2cc(C)ccc2C)n1 | -0.2 | -0.5 | -3.8 | . | 4.9 | -3.6 | 0.3 | 3.0 | -2.0
CC(C)(C)NC(=O)c1cc(NC(=O)c2cccs2)cc(NC(=O)c2cccs2)c1 | -16.5 | -2.3 | 12.2 | . | . | -3.5 | 0.6 | . | -6.3
Cc1cccc(C)c1NC(=S)N1CCCN(Cc2ccc(F)cc2)C1 | -6.7 | -0.5 | -3.6 | 1.6 | 13.2 | -1.3 | -0.8 | -1.9 | 4.0
